MEKK2mut PB1 HTS = signal of MEK5 binding to mutant human MEKK2 PB1 domain. percent response, % at 10 µM. bead flow cytometry, Alexa488-MEK5 binding to MEKK2 mutant. 290,000 compounds, 0.35% hits; in the data active = percent response above about 24%, passing the limit was not always enough; also: inactives centre near 1; some results filed as inactive read as strong as hits
NALP1 inh = blocks the NALP1 inflammasome reconstituted in yeast. AID 2071. S. cerevisiae NALP1/ASC/caspase-1 growth, X-gal OD620, 72 h. 280,000 compounds, 0.61% hits. inhibition, % at 10 µM; in the data active = inhibition mostly above about 24%, no sharp cut-off; inactive = mostly below about 32%; also: some compounds called inactive have numbers as strong as hits
HCV NS3 hel inh = HCV NS3 helicase inhibition | NS3 helicase DNA unwinding, Cy5 molecular beacon fluorescence | inhibition, % at 10.9 µM | 290,000 compounds, 0.56% hits | AID 1800;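 active = inhibition above the mean of all tested compounds plus 3 SD, set per campaign, cut at about 35% in these data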;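 also: 0% = DMSO wells and 100% = thioflavine S control wells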
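Compound dosing – single dose, 10.9 µM nominal final, DMSO 0.8% final · System – NS3 helicase fragment of HCV · Buffer or medium – MOPS pH 6.5, MgCl2, DTT, Tween20, BSA · Signal – Cy5 beacon fluorescence read at start and 1 h · Also added – annealed dual-labelled DNA beacon duplex, ATP-started · Schedule – 1 h at 25 °C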
MEKK2wt PB1 HTS = raises or lowers MEK5 binding to wildtype human MEKK2 PB1 domain. Q9Y2U5. bead flow cytometry, Alexa488-MEK5 binding to MEKK2 WT; actives lie on both sides. 290,000 compounds, 1.1% hits. binding response (% of control), % at 10 µM. AID 1531; in the data active = binding response below about 67% or above about 130%
DNA FID counter = displaces DNA intercalator in HCV helicase counter-screen | 290,000 compounds, 0.17% hits | inhibition, % at 7.9 µM | DNA fluorescent intercalator displacement, fluorescence; in the data active = inhibition above about 37%;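 also: 0% = vehicle and 100% = reference compound; higher means more ethidium bromide displaced from hairpin DNA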
UBC9 SUMO inh = SUMOylation inhibition; 290,000 compounds, 0.36% hits; P63279; HTRF SUMOylation assay, SAE1/SAE2 + UBC9, in vitro; inhibition, % at 35 µM; in the data active = inhibition above about 50%, passing the limit was not always enough; also: strong numbers were not always called active
Target sequence (P63279 whole entry, looked up): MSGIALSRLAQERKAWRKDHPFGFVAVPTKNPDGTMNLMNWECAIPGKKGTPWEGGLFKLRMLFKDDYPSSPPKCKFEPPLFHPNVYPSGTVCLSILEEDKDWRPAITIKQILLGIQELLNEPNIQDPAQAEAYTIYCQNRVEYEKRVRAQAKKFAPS
M18AAP inhibitor = blocks P. falciparum M18 aspartyl aminopeptidase | inhibition, % at 7.35 µM | 290,000 compounds, 1.2% hits | recombinant PfM18AAP, H-Glu-NHMec fluorogenic cleavage | AID 1822;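 active = inhibition above the campaign mean inhibition over all tested compounds plus 3 SD, cut at about 28% in these data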;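 also: 0% = plate median of test compound wells and 100% = 2 mM ZnCl2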
VIM-2 inh = blocks Pseudomonas aeruginosa VIM-2 metallo-beta-lactamase. purified VIM-2, nitrocefin hydrolysis, epi-absorbance fluorescence. inhibition, % at 5.6 µM. 290,000 compounds, 0.89% hits. AID 1527;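 active = inhibition above the mean of all tested compounds plus 3 SD, cutoff set per screening run, cut at about 7.5% in these data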;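 also: red hydrolysis product quenches plate fluorescence so inhibitors raise well fluorescence; 0% = enzyme with DMSO and 100% = DMSO without enzyme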
IMP-1 inhibitor = blocks Pseudomonas aeruginosa IMP-1 metallo-beta-lactamase; purified IMP-1, nitrocefin hydrolysis, epi-absorbance fluorescence; inhibition, % at 5.6 µM; 290,000 compounds, 0.45% hits; AID 1556;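 active = inhibition above the mean plus 3 SD of all compounds in the same screening run, cut at about 4.5% in these data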;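 also: 0% = IMP-1 with DMSO and 100% = DMSO wells lacking enzyme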
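Assay system: purified IMP-1; Quantity: IMP-1 0.2 nM before substrate addition; Medium: HEPES buffer pH 7.1 with ZnSO4 and Brij 35; Incubation: 15 min enzyme–compound preincubation, then 25 min nitrocefin reaction, 25 °C; Signal: fluorescence quenching readout, ex 480/em 530 nm; Controls: DMSO with and without IMP-1; Repeats: singlicate testing.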
The depositor's hits bear a star; . = no result given.

| mol | MEKK2wt PB1 HTS | VIM-2 inh | MEKK2mut PB1 HTS | DNA FID counter | M18AAP inhibitor | UBC9 SUMO inh | NALP1 inh | IMP-1 inhibitor | HCV NS3 hel inh |
| --- | --- | --- | --- | --- | --- | --- | --- | --- | --- |
| CCN(c1ccccc1)S(=O)(=O)c1ccc(OC)c(NC(=O)CNCCc2ccccc2)c1 | 119 | -1.9 | 3 | 20 | 6 | -39 | 20 | -1.5 | -66 |
| Cc1ccc(NC(=O)CC(C)S(=O)(=O)c2ccc3c(c2)NC(=O)CO3)c(Cl)c1 (stereo not drawn) | 101 | -1.8 | 1 | -30 | 5 | 13 | -2 | -2.2 | -7 |
| O=C(Cc1cccc2ccccc12)N/N=C/c1ccc(OC(=O)/C=C/c2ccco2)cc1 | 98 | -2.2 | 3 | -10 | -3 | -4 | 5 | 0.4 | 15 |
| Cc1cccn2c(=O)c3cc(C(=O)NCCN4CCOCC4)c(=N)n(CCN4CCOCC4)c3nc12 | 90 | 11* | -8 | 19 | 17 | 14 | 3 | 0.1 | 9 |
| CC(C)(C)C(=O)N1CCC[C@@]1(CO)C(=O)O | 104 | -4.3 | 3 | 1 | 2 | -8 | 15 | -3.6 | 5 |
| O=C(NC1CCCC1)C(c1cccnc1)N(C(=O)c1csnn1)C1CCCC1 (stereo not drawn) | 104 | -3.1 | 3 | -2 | 3 | 12 | 5 | -3.2 | 2 |
| Cc1ccc(Oc2ccccc2/C=N/O)cc1 | 98 | -1.9 | -10 | 0 | 6 | 14 | 49 | -0.8 | 2 |
| COC(=O)[C@@H](Cc1c[nH]c2ccccc12)NC(=O)c1cc(=O)[nH]c2ccccc12 | 82 | 1.4 | -10 | -4 | -10 | 1 | 22 | 0.4 | 0 |
| COc1ccc(C(=O)NNC2=C(C(=O)C(F)(F)F)CCC2)cc1 | 95 | -3.0 | -8 | -15 | -5 | -5 | -2 | -3.3 | -5 |
| CC(C)(C)NC(=O)Nc1ccc(Br)cc1 | 100 | 0.3 | 1 | 0 | 5 | -2 | 2 | -0.8 | -3 |
| CCOC(=O)C(=O)c1c(-c2ccc(C)cc2)nc2ccccn12 | 93 | 1.2 | -3 | -13 | -2 | -9 | 5 | -0.8 | 5 |
| CCSc1ccc2cc(OC)ccc2[n+]1CC | 79 | -0.9 | -15 | 7 | -4 | 2 | -31 | -2.4 | -17 |
| CCOC(=O)c1c(NC(=O)COC(=O)c2ccncc2)sc(C)c1C | 100 | -2.3 | 0 | -5 | 2 | 1 | -82 | -1.4 | 8 |
| Cc1ccc(CC(=O)NCc2ccc(Cl)cc2)cc1 | 91 | -3.7 | -10 | -2 | 3 | 14 | 17 | -1.7 | 1 |
| Cc1ccc(Nc2ccc([N+](=O)[O-])cn2)cc1Cl | 99 | -2.1 | 2 | 18 | -1 | 1 | 4 | -1.9 | -11 |

Copied from the list:
`Cc1ccc(CC(=O)NCc2ccc(Cl)cc2)cc1` | NALP1 inh = 17
`COc1ccc(C(=O)NNC2=C(C(=O)C(F)(F)F)CCC2)cc1` | DNA FID counter = -15
`O=C(Cc1cccc2ccccc12)N/N=C/c1ccc(OC(=O)/C=C/c2ccco2)cc1` | M18AAP inhibitor = -3

Further compounds follow.
| mol | MEKK2wt PB1 HTS | VIM-2 inh | MEKK2mut PB1 HTS | DNA FID counter | M18AAP inhibitor | UBC9 SUMO inh | NALP1 inh | IMP-1 inhibitor | HCV NS3 hel inh |
| --- | --- | --- | --- | --- | --- | --- | --- | --- | --- |
| CC1CCCC(NC(=S)NC(=O)c2cncc(Br)c2)C1C (stereo not drawn) | 97 | -1.9 | -2 | -10 | -3 | -35 | 10 | -1.7 | 6 |
| Cc1ccc(OCC(=O)N/N=C/c2cn(Cc3ccccc3)c3ccccc23)cc1 | 102 | -4.1 | 0 | -9 | -4 | 0 | 29 | -3.6 | 4 |
| COc1ccc(S(=O)(=O)Nc2ccccc2SC)cc1C | 100 | -3.2 | -2 | -8 | 1 | -4 | 26 | -0.3 | -5 |
| COc1ccc(NC2CCCN(C(=O)c3c(C)noc3C)C2)cc1 (stereo not drawn) | 98 | -4.8 | 0 | -2 | 7 | 7 | 12 | -3.0 | -3 |
| COc1ccc(S(=O)(=O)Nc2ccc(C(F)(F)F)cc2)cc1OC | 102 | -3.4 | 3 | -8 | -10 | 6 | 6 | -1.8 | -7 |
| N#Cc1c2n(c3c(=S)nc[nH]c13)CCCCC2 | 97 | 0.0 | -5 | -2 | -12 | 19 | 15 | -1.5 | 2 |
| O=C(CCC1CCCCC1)NCCN1C2=NC[C@@H](Cc3ccccc3)N2C[C@H]1Cc1ccc(O)cc1 | 149* | -3.6 | 33 | 18 | -6 | -15 | -17 | -2.6 | -61 |
| CC1CCCCC12NC(=O)N(CC(=O)Nc1ccccc1-c1ccccc1)C2=O (stereo not drawn) | 92 | -1.6 | -3 | -24 | -4 | 14 | 37* | -0.9 | 7 |
| Cc1ccnc2nc(C(=O)Nc3nccs3)nn12 | . | -1.0 | . | -4 | -4 | 9 | -29 | -4.8 | 6 |
| COC(=O)C1=C(C)NC(C)=C(C(=O)OC)C1c1ccccc1OCc1c(C)no[n+]1[O-] | 92 | 0.1 | -6 | -19 | 10 | -18 | 10 | -3.3 | 11 |
| CCOC(=O)C(NC(C)=O)(N1CCc2ccccc2C1)C(F)(F)F (stereo not drawn) | 99 | -1.0 | 1 | 3 | -2 | -4 | 11 | -5.4 | 0 |
| CCN1CCN(CCNC(=O)C2CCCN(Cc3nc(-c4cccc(Cl)c4)oc3C)C2)CC1 (stereo not drawn) | 117 | 0.0 | 8 | 34 | -9 | 9 | -11 | -0.7 | -13 |
| Cc1ccc(S(=O)(=O)n2nc(C)cc2C)cc1 | 102 | -2.2 | -1 | -1 | -4 | 15 | 6 | -4.3 | 0 |
| O=C(C1CCC1)N1CCc2cc(S(=O)(=O)NCc3ccccn3)ccc21 | 101 | -0.7 | -1 | -13 | -10 | 0 | -3 | 0.2 | 9 |
| COC(=O)c1sccc1NC(=O)CC1NCCNC1=O (stereo not drawn) | 120 | -2.5 | 15 | -10 | -3 | 4 | . | -3.0 | 34 |

Ordered by the number under VIM-2 inh (smallest number first): seven of the compounds above.
molecule	VIM-2 inh
O=C(CCC1CCCCC1)NCCN1C2=NC[C@@H](Cc3ccccc3)N2C[C@H]1Cc1ccc(O)cc1	-3.6
COc1ccc(S(=O)(=O)Nc2ccc(C(F)(F)F)cc2)cc1OC	-3.4
COc1ccc(S(=O)(=O)Nc2ccccc2SC)cc1C	-3.2
COC(=O)c1sccc1NC(=O)CC1NCCNC1=O (stereo not drawn)	-2.5
CC1CCCCC12NC(=O)N(CC(=O)Nc1ccccc1-c1ccccc1)C2=O (stereo not drawn)	-1.6
O=C(C1CCC1)N1CCc2cc(S(=O)(=O)NCc3ccccn3)ccc21	-0.7
COC(=O)C1=C(C)NC(C)=C(C(=O)OC)C1c1ccccc1OCc1c(C)no[n+]1[O-]	0.1

Next part.
| mol | MEKK2wt PB1 HTS | VIM-2 inh | MEKK2mut PB1 HTS | DNA FID counter | M18AAP inhibitor | UBC9 SUMO inh | NALP1 inh | IMP-1 inhibitor | HCV NS3 hel inh |
| --- | --- | --- | --- | --- | --- | --- | --- | --- | --- |
| Oc1ccccc1-c1cc(-c2ccc(F)cc2)n[nH]1 | 101 | -2.6 | 3 | -8 | 6 | -20 | 12 | -1.8 | -2 |
| O=C(c1cnn2c(C(F)(F)F)cc(-c3cccs3)nc12)N1CCN(Cc2ccccc2)CC1 | 101 | 3.8 | -1 | -12 | 1 | -27 | 1 | -2.8 | -7 |
| COc1ccc(NC(=O)c2oc3ccccc3c2C)cn1 | 101 | -0.5 | 1 | -21 | -1 | 9 | 14 | -0.1 | -4 |
| COc1ccc(OCc2nnc(SCC(=O)Nc3ccc(C)cc3)o2)cc1 | 93 | 0.2 | -4 | -20 | -7 | -2 | 34 | 1.0 | 6 |
| O=c1c(C(c2ccc(Br)cc2)c2c(O)nc3n(c2=O)CCS3)c(O)nc2n1CCS2 | 95 | -2.3 | -5 | -2 | 0 | 11 | . | -1.5 | 15 |
| CCCCCc1ccc(OCCCC[n+]2ccccc2)c(CCCCC)c1 | 164* | -1.8 | 28 | 23 | -4 | 14 | 8 | -0.4 | -52 |
| CCCn1cc(S(=O)(=O)c2ccc(F)cc2)c(=O)c2cc(OCC)ccc21 | 95 | -3.0 | -1 | -23 | 0 | 6 | -24 | -1.4 | -1 |
| COCc1cc(C)nc(SCC[N+](C)(C)CC(=O)c2ccc(Br)cc2)c1C#N | 124 | -1.7 | 1 | 21 | 7 | -24 | -7 | -1.9 | -82 |
| Cc1c(Cl)cccc1NC(=S)NCCC(c1ccccc1)c1ccccc1 | 112 | -3.4 | 2 | -20 | 2 | -27 | 16 | -2.0 | 10 |
| O=C(c1ccc([N+](=O)[O-])cc1)N1CCC(Cc2ccccc2)CC1 | 99 | -0.4 | 0 | -24 | -13 | -5 | 6 | -1.2 | -5 |
| CC1CCN(C(=O)/C(=C\c2ccco2)NC(=O)c2ccccc2)CC1 | 100 | -2.6 | 1 | -36 | 19 | 10 | 10 | -4.0 | 10 |
| CC(C)(C)N1CC(c2nc3ccccc3n2Cc2ccc(F)cc2)CC1=O (stereo not drawn) | 108 | -4.8 | 3 | -40 | -7 | 0 | 4 | -4.8 | 2 |
| O=c1oc2cc(OCc3ccc(F)cc3F)ccc2cc1-c1ccccn1 | 102 | -0.2 | 1 | -1 | -13 | 11 | . | -0.7 | -3 |
| Cc1cccc2nc(CSc3nnc(N)s3)cn12 | 90 | -4.0 | 2 | 0 | -6 | 16 | -1 | -3.6 | 8 |
| COc1ccc(-n2nnnc2SCC(=O)N2CCN(C(=O)c3ccco3)CC2)cc1OC | 91 | 1.5 | -12 | -21 | -5 | -3 | 11 | 0.8 | -4 |
| O=[N+]([O-])c1cccc(S(=O)(=O)NCc2ccccn2)c1 | 101 | 0.1 | 1 | -3 | -9 | -1 | 6 | 0.1 | -1 |
| Cc1ccc(S(=O)(=O)c2c(C)cc(C)nc2N2CCOCC2)cc1 | 98 | -2.8 | -41 | -11 | -9 | 9 | -16 | -2.2 | 11 |

Source: PubChem BioAssay

Rows were taken by chance. Share with any hit: about 4.7%.
